# GPR55 activation = selective activators of receptor GPR55 – imaging, U2OS cells, beta-arrestin-GFP redistribution, primary screen (AID 1961); U2OS GPR55 beta-arrestin-GFP redistribution imaging; higher % means a stronger effect; activation, % at 10 µM; hits with a dose series show EC50 in µM; 0.048% of 290,000 active;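 active = activation above 40% with more than 50 cells counted in the well; inconclusive = wells holding fewer than 50 cells, flagged as toxic or sparse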;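 also: U2OS osteosarcoma cells stably expressing GPR55 and beta-arrestin-GFP; plate controls were DMSO negative control for no effect and LPI positive control for full effect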
# AID2073 = disruptors of CaV2.2 binding to Mint1 – biochemical, HTRF (AID 2073) | HTRF protein-protein interaction, Mint1-CaV2.2; higher % means a stronger effect | one-dose inhibition, % at 20 µM; IC50 in µM for titrated hits | 0.19% of 290,000 active; in the data active = inhibition mostly above about 51%, no sharp cut-off; inconclusive = no clear call, values can overlap the other calls; inactive = mostly below about 53%; also: some results filed as inactive read as strong as hits
# M17LAP inhibition = P. falciparum M17LAP inhibitors, primary screen, biochemical, fluorogenic H-Leu-NHMec substrate, 1536-well (AID 1619). recombinant M17LAP, H-Leu-NHMec fluorogenic kinetic assay; higher % means a stronger effect. one-dose inhibition, % at 30 µM; IC50 in µM for titrated hits. 0.38% of 220,000 active;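 active = compound inhibiting the enzyme by more than half at any dose during confirmatory dose-response retesting; inconclusive = strong single-dose inhibitors picked by rank but not retested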;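 also: plate controls were full reaction with DMSO carrier for no effect and no enzyme background for full effect; strong numbers were not always called active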
# P. falciparum M1AAP = malaria alanyl aminopeptidase activity blockers – biochemical, fluorogenic H-Leu-NHMec substrate, 1536-well (AID 1445) | recombinant M1AAP, H-Leu-NHMec fluorogenic kinetic assay; higher % means a stronger effect | inhibition, % at 30 µM, or IC50 in µM where a hit was titrated | 0.42% of 220,000 active;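 active = primary inhibition above the hit cutoff, then over 50% inhibition at one or more dose response concentrations, cut at about 23% in these data, passing the limit was not always enough; inconclusive = conflicting primary data, or primary hits not chosen for dose response; inactive = low primary inhibition, or under 50% at every dose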;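 also: plate controls were DMSO full reaction for no effect and no enzyme background for full effect; strong numbers were not always called active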
# Dynein transport = blocks dynein driven cargo transport along microtubules. 3617.4 mouse cells, GR-EGFP nuclear translocation imaging; test concentration mostly 20 µM; stimulated with dexamethasone, 1 µM; active compounds read low. z-score, hits read low. 0.47% of 220,000 active;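 active = plate z-score of nuclear minus cytoplasmic receptor signal below a set negative limit, without overly bright fluorescence or cell loss, cut at about -3.5 in these data, passing the limit was not always enough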;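 also: z-score of nuclear minus cytoplasmic ring GR-EGFP intensity difference per well; some compounds called inactive have numbers as strong as hits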
#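 Buffer or medium: Induction medium lacking tetracycline, stripped serum | Also added: Dexamethasone agonist, 1.0 µM final, for 30 min | Timing: 48 h induction, 1 h compound, 30 min dex at 37 °C | Detection: Formaldehyde fixation, Hoechst nuclear stain, 10x automated fluorescence imaging | Measure: Nuclear versus cytoplasmic GR-EGFP signal, averaged per well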
# HEK293 NOD2/NF-kB = inhibition of NOD2-driven NF-kB reporter – cell-based, luminescence, uHTS, HEK293 (AID 1566); HEK293 NOD2/NF-kB luciferase reporter, luminescence; higher % means a stronger effect; inhibition, % at 4 µM; hits with a dose series show EC50 in µM; 0.63% of 290,000 active; also: many of its hits are not listed in these tables
# KOR beta-arrestin-1 = KOR antagonists, beta-arrestin recruitment, cell-based, luminescence, uHTS (AID 1778); 0.091% of 290,000 active; KOR beta-arrestin recruitment, luminescence, antagonist mode; higher % means a stronger effect; inhibition, % at 10 µM, or IC50 in µM where a hit was titrated; also: strong numbers were not always called active
# NOD1 NF-kB reporter = inhibition of NOD1-driven NF-kB reporter – cell-based, luminescence, uHTS, primary screen (AID 1578). NOD1-driven NF-kB luciferase reporter cells, luminescence; higher % means a stronger effect. one-dose inhibition, % at 4 µM; EC50 in µM for titrated hits. 1% of 290,000 active; in the data active = inhibition mostly above about 36%, no sharp cut-off; inactive = mostly below about 34%;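 also: HEK-293T reporter cells stimulated with the NOD1 agonist gamma-tri-DAP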
# KOR beta-arrestin-2 = kappa opioid receptor activators – cell-based, luminescence, uHTS, primary screen (AID 1777); one-dose activation, % at 10 µM; EC50 in µM for titrated hits; KOR beta-arrestin recruitment, luminescence; higher % means a stronger effect; 0.02% of 280,000 active; in the data active = activation above about 50%, passing the limit was not always enough; also: a part of the inactive calls stands beside numbers as strong as those of hits
# Dynein transport cytoplasmic EGFP = also measured in Dynein transport; calls as there; z-score; measured here: cytoplasmic GR-EGFP intensity; active compounds read high
# Dynein transport nuclear GR-EGFP = further read-out of Dynein transport, marked with its call; z-score; measured here: nuclear GR-EGFP intensity;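 lower value marks the stronger effect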
# Dynein transport cell count = recorded beside Dynein transport, whose call it bears; z-score; measured here: cell count per field
# Active calls of the source: *; ? = inconclusive; . = no result given; [ ] = another dose, or the depositor's remark. Rule as the data show it, unless noted: active = inhibition above about 50%; inactive = the rest.
SMILES	Dynein transport cell count	M17LAP inhibition	P. falciparum M1AAP	GPR55 activation	NOD1 NF-kB reporter	Dynein transport	HEK293 NOD2/NF-kB	Dynein transport nuclear GR-EGFP	AID2073	KOR beta-arrestin-1	KOR beta-arrestin-2	Dynein transport cytoplasmic EGFP
CC1(C2CC2)NC(=O)N(CC(=O)Nc2ccccc2-c2ccccc2)C1=O (stereo not drawn)	-1.5	1%	-1%	0.4%	-25%	0.1	4%	0.1	?	3%	-5.8%	-0.064
CC1Cc2ccccc2N1Cc1nc2cc(Cl)ccc2c(=O)[nH]1 (stereo not drawn)	0.45	-1%	1%	-0.1%	-2%	-1.1	6%	-0.66	4%	6%	-0.3%	-0.23
CC(=O)c1ccc(-n2nncc2C)cc1	-0.99	-6%	-1%	-0.2%	-12%	0.3	3%	0.41	2%	-14%	-0.7%	-0.15
CCOc1ccccc1N1CCN(Cc2cccc(OC)c2O)CC1	-0.62	-8%	-1%	-0.1%	3%	-0.92	-2%	-0.35	-7%	-7%	-0.3%	-0.089
CCN1C(=O)[C@H]2[C@@H](c3ccc(C)cc3)N3C(=O)N(c4ccc(OC)cc4)C(=O)[C@@]3(Cc3ccc(Cl)cc3)[C@H]2C1=O	.	.	.	-0.1%	16%	.	4%	.	-9%	5%[20 µM]	-4.8%	.
CCc1ccc(NC(=O)C2CC(=O)Nc3ncnn32)cc1 (stereo not drawn)	0.29	7%	3%	-0.3%	-9%	-0.14	-14%	-0.31	5%	-58%	5.4%	0.3
CCc1ccc(OCCOCC(O)CNC(C)CC)cc1 (stereo not drawn)	0.079	1%	0%	-0.2%	-6%	0.29	-3%	-0.044	-1%	-19%	-1.3%	-0.32
Cc1cc(-c2ccc(Cl)cc2)n2nc(C)cc2n1	.	.	.	-0.4%	-18%	.	4%	.	16%	-37%[20 µM]	-3.2%	.
CCc1ccccc1NC(=O)c1cc(C)no1	.	.	.	0.0%	-7%	.	7%	.	11%	-7%	-7.7%	.
COc1ccc(S(=O)(=O)Nc2ccccn2)cc1	.	.	.	0.2%	-17%	.	6%	.	18%	-8%	-1.7%	.
NC(=O)CC(NC(=O)Cc1ccc(Br)cc1)c1ccc(NC2CCN(Cc3ccccc3)CC2)c([N+](=O)[O-])c1 (stereo not drawn)	.	.	.	1.0%	-39%	.	-13%	.	-6%	.	.	.
O=C(c1cn(-c2ccccc2)nc1-c1ccc(F)cc1)N1CCCCC1	0.64	18%	5%	0.2%	-28%	-0.77	1%	-0.72	5%	23%	2.1%	-0.3
CCOc1ccc(CN(C(=O)c2oc3ccccc3c2C)C2CCS(=O)(=O)C2)cc1 (stereo not drawn)	0.53	2%	0%	-0.1%	-25%	-0.34	-8%	0.0051	0%	-24%	3.0%	-0.23
CC1=C(C)CC(C(=O)NCc2c(F)cccc2Cl)C(C(=O)O)C1 (stereo not drawn)	.	.	.	-0.1%	-16%	.	1%	.	11%	7%	2.1%	.
COc1ccc(Br)cc1C(=O)Nc1cccc(C)c1	-1.4	-2%	2%	-0.1%	4%	0.77	11%	0.37	0%	9%	-6.4%	-0.1
O=c1c2ccccc2ncn1CCOc1ccccc1[N+](=O)[O-]	0.55	-1%	0%	-0.1%	-38%	0.037	-42%	0.33	-1%	-32%[20 µM]	-2.1%	-0.32
CCOc1ccc(-n2c(SCC)nc3c(c2=O)SCC3)cc1	0.48	-5%	1%	0.2%	-9%	-1.6	0%	-0.33	-2%	24%	-2.1%	-0.21
C=CCC(c1ccccc1)N(C(C)=O)c1ccco1 (stereo not drawn)	0.77	0%	0%	-0.3%	28%	0.26	14%	0.24	-12%	-10%	0.6%	-0.25
CCOC(=O)c1ccc(CNC(=O)Cn2nnc(-c3ccc(C)cc3)n2)o1	0.78	-2%	0%	1.0%	-35%	-1.3	7%	-0.37	6%	-16%	-1.6%	-0.2
CCC(O)C1CCN(Cc2cn(-c3ccc(OC)cc3)nc2-c2cccc(F)c2)CC1 (stereo not drawn)	0.76	-4%	-12%	1.8%	-22%	-0.36	1%	-0.37	2%	-34%	1.1%	-0.29
COC(=O)c1ccc(OCC(O)Cn2nnc3ccccc32)cc1 (stereo not drawn)	0.031	9%	-3%	-0.2%	-50%	0.64	-24%	0.0022	6%	15%	-4.1%	-0.21
Cc1ccc(CN(C)C(=O)C2CCC(=O)N(C3CCCCCC3)C2)cc1 (stereo not drawn)	.	.	.	-0.1%	-9%	.	-3%	.	13%	-11%	-2.2%	.
O=C(Nc1ccc2cn[nH]c2c1)c1ccccc1F	0.19	14%	2%	-0.4%	-40%	-0.012	-3%	0.68	12%	27%	3.9%	-0.22
CCCSc1cc(Cl)nc(N)n1	-0.42	6%	-2%	-0.1%	2%	1.3	5%	0.2	24%	20%	1.3%	-0.23
CN(CC(=O)N1CCN(c2cccc(Cl)c2)CC1)S(=O)(=O)c1cnc[nH]1	-1.3	-6%	3%	-0.1%	-10%	1.3	1%	2	4%	27%	-0.8%	-0.14
COc1ccc(C)cc1S(=O)(=O)Nc1cccc(Cl)c1	0.69	3%	2%	-0.1%	-17%	0.9	1%	0.36	14%	26%	-4.6%	-0.16
O=C(c1cccc(S(=O)(=O)Nc2cccc(C(F)(F)F)c2)c1)N1CCCCC1	0.44	-10%	2%	-0.2%	21%	-0.28	2%	-0.29	5%	9%	-0.4%	-0.25
O=C(N/N=C/c1sc(=O)n(Cc2ccc(Br)cc2)c1Cl)c1ccco1	.	.	.	-0.2%	28%	.	2%	.	7%	11%	-0.7%	.
CC1=C(C)/C(=N\OS(=O)(=O)c2ccccc2)C=CC1=O	0.39	9%	8%	-0.1%	24%	-2.4	-1%	-1.1	-78%	-54%	-1.7%	0.58
O=C(NCCC1=CCCCC1)c1ccc(Cl)c(S(=O)(=O)N2CCCCC2)c1	.	.	.	-0.1%	31%	.	37%	.	-3%	-28%	13%	.

# Exported with each value named: 4 of the compounds above.
CCOC(=O)c1ccc(CNC(=O)Cn2nnc(-c3ccc(C)cc3)n2)o1
  Dynein transport cell count = 0.78
  M17LAP inhibition = -2%
  P. falciparum M1AAP = 0%
  GPR55 activation = 1.0%
  NOD1 NF-kB reporter = -35%
  Dynein transport = -1.3
  HEK293 NOD2/NF-kB = 7%
  Dynein transport nuclear GR-EGFP = -0.37
  AID2073 = 6%
  KOR beta-arrestin-1 = -16%
  KOR beta-arrestin-2 = -1.6%
  Dynein transport cytoplasmic EGFP = -0.2
CC1=C(C)/C(=N\OS(=O)(=O)c2ccccc2)C=CC1=O
  Dynein transport cell count = 0.39
  M17LAP inhibition = 9%
  P. falciparum M1AAP = 8%
  GPR55 activation = -0.1%
  NOD1 NF-kB reporter = 24%
  Dynein transport = -2.4
  HEK293 NOD2/NF-kB = -1%
  Dynein transport nuclear GR-EGFP = -1.1
  AID2073 = -78%
  KOR beta-arrestin-1 = -54%
  KOR beta-arrestin-2 = -1.7%
  Dynein transport cytoplasmic EGFP = 0.58
O=C(N/N=C/c1sc(=O)n(Cc2ccc(Br)cc2)c1Cl)c1ccco1
  Dynein transport cell count = .
  M17LAP inhibition = .
  P. falciparum M1AAP = .
  GPR55 activation = -0.2%
  NOD1 NF-kB reporter = 28%
  Dynein transport = .
  HEK293 NOD2/NF-kB = 2%
  Dynein transport nuclear GR-EGFP = .
  AID2073 = 7%
  KOR beta-arrestin-1 = 11%
  KOR beta-arrestin-2 = -0.7%
  Dynein transport cytoplasmic EGFP = .
CCOc1ccc(-n2c(SCC)nc3c(c2=O)SCC3)cc1
  Dynein transport cell count = 0.48
  M17LAP inhibition = -5%
  P. falciparum M1AAP = 1%
  GPR55 activation = 0.2%
  NOD1 NF-kB reporter = -9%
  Dynein transport = -1.6
  HEK293 NOD2/NF-kB = 0%
  Dynein transport nuclear GR-EGFP = -0.33
  AID2073 = -2%
  KOR beta-arrestin-1 = 24%
  KOR beta-arrestin-2 = -2.1%
  Dynein transport cytoplasmic EGFP = -0.21

# (further entries)
SMILES	Dynein transport cell count	M17LAP inhibition	P. falciparum M1AAP	GPR55 activation	NOD1 NF-kB reporter	Dynein transport	HEK293 NOD2/NF-kB	Dynein transport nuclear GR-EGFP	AID2073	KOR beta-arrestin-1	KOR beta-arrestin-2	Dynein transport cytoplasmic EGFP
Cc1cc(NC(=O)CSc2nc3sc4c(c3c(=O)n2C)CCCC4)no1	0.62	7%	-4%	0.3%	-12%	-0.47	-26%	-0.065	53%	1%	3.7%	-0.2
Cc1sc2nc(C(C)Sc3nnc(C)n3-c3ccccc3)[nH]c(=O)c2c1C (stereo not drawn)	.	.	.	-0.1%	-12%	.	6%	.	-10%	6%	-1.0%	.
CCC(CC)C(=O)Nc1nnc(S(=O)(=O)Nc2ccc(OC)cc2)s1	.	.	.	0.0%	0%	.	5%	.	6%	38%	-5.5%	.
Cc1cc(NCCCO)n2nc(-c3cccs3)cc2n1	0.19	25%	6%	-0.3%	-38%	-0.21	-4%	-0.0022	8%	4%[20 µM]	1.0%	-0.27
CCC(C)(C)NC(=O)CN(C(=O)CCC(=O)Nc1cc(C)ccn1)c1ccc2c(c1)OCCO2	0.42	12%	3%	-0.1%	-22%	1.1	4%	-0.21	1%	-31%[20 µM]	-5.3%	-0.4
O=C1C2C(c3ccccc3)CC=CC2[C@H](c2ccc3ccccc3c2)N1Cc1ccccc1 (stereo partly drawn)	-0.46	-4%	6%	-0.1%	-7%	0.26	-11%	0.31	17%	19%	2.2%	-0.44
CC12CS(=O)(=O)CC1SC(=S)N2c1ccccn1 (stereo not drawn)	-0.66	-12%	-2%	-0.1%	21%	0.45	21%	0.38	37%	5%	9.9%	-0.16
CNC(=S)N1CCN(S(=O)(=O)c2ccc3ccccc3c2)CC1	.	.	.	-0.2%	2%	.	22%	.	-10%	-34%	2.3%	.
Cc1cccc(NC(=O)c2ccc([N+](=O)[O-])o2)n1	0.36	20%	10%	0.2%	.	-0.98	-7%	0.11	4%	-28%	-3.4%	-0.014

# Bioassay records deposited in PubChem by several laboratories.

# These rows are one share of the data (hit frequency here may not be typical).
